From PubChem BioAssay
GLS inh: inhibitors of human glutaminase (GLS) | hit rate 0.21% among 410,000 | Potency, µM (series often up to 45.5 µM), inactives show top-dose activity change, negative = inhibition, usual class: inhibitors | AID 624170 | GLS enzymatic activity, qHTS titration | O94925; note: potency is the fitted concentration of half-maximal effect; % is set by controls: 0 for no effect and ±100 for the full control effect
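Compounds were pin-transferred onto hKGA, after which L-glutamine (1 mM solution) and a detection mix of glutamate oxidase, HRP and Amplex Red were added. Initial and 30 min RT fluorescence reads were collected.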
RGS4 inhibitor: human RGS4 inhibition; P49798; Transcreener GDP fluorescence polarization, RGS4-accelerated GTP hydrolysis; Potency, µM (doses to about 114 µM), for the others: at the top dose activity change, negative = inhibition, usual class: inhibitors; hit rate 0.039% among 390,000; AID 504845; note: potency is the fitted concentration of half-maximal effect; % is set by controls: 0 for no effect and ±100 for the full control effect; nearly all actives have a fitted effect of over 75% in size; some results filed as inactive show a strong effect at the top dose
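MLSMR compounds (23 nl, pin-transferred) preincubated 10 min at room temperature with a 500nM (2x) first reagent, then RGS4 at 900nM (2x) plus Transcreener GDP mix added; fluorescence polarization (620/688 nm) read before and after 90 min at 30 °C.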
HP1b binding inh: HP1-beta chromodomain-methylated histone interaction inhibition | AID 540317 | Potency, µM (top dose mostly 114 µM), without a hit: at the highest dose activity change, negative = inhibition, usual class: inhibitors | hit rate 0.56% among 390,000 | AlphaScreen HP1-beta / biotin-H3K9me3 peptide binding; note: potency is the fitted concentration of half-maximal effect; nearly all actives have a fitted effect of over 70% in size; inactives centre near 23
Target sequence (P83916 whole entry, looked up): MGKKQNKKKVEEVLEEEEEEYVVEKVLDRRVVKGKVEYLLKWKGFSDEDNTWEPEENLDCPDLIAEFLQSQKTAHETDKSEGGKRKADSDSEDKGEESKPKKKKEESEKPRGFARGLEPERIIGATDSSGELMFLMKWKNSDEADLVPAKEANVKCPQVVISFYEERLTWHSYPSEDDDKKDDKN
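AlphaScreen: HP1-beta (50 nM) preformed 30 min with biotin-H3(1-18)K9me3 peptide (50 nM) in PBS pH 7.4, 0.01% Tween-20. Compound added for 30 min at RT, then streptavidin donor/nickel chelate acceptor beads (10 ug/mL) for 30 min.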
ERG-DNA inh: inhibitors of human ERG Ets domain-DNA interaction; P11308; fluorescence polarization, His-ERG Ets domain / labelled DNA; Potency, µM (series often up to 76.9 µM), inactives show at the highest dose FP activity, negative = inhibition, most hits filed as inhibitors; hit rate 0.028% among 370,000; active = well fitted inhibition curve with a large enough effect in the polarisation, with a control signal flat; inconclusive = small, poorly fitted or top-dose-only effect, or effect the other way, or a change in a side signal; inactive = no such curve, though single readings can be large or run the other way; the % refers to the polarisation;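 note: polarization taken with two DNA probes labelled with fluorescein and Texas red; potency is the fitted concentration of half-maximal effect; % of control where 0% means no effect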
Target sequence (P11308 whole entry, looked up, the tested form may be a part): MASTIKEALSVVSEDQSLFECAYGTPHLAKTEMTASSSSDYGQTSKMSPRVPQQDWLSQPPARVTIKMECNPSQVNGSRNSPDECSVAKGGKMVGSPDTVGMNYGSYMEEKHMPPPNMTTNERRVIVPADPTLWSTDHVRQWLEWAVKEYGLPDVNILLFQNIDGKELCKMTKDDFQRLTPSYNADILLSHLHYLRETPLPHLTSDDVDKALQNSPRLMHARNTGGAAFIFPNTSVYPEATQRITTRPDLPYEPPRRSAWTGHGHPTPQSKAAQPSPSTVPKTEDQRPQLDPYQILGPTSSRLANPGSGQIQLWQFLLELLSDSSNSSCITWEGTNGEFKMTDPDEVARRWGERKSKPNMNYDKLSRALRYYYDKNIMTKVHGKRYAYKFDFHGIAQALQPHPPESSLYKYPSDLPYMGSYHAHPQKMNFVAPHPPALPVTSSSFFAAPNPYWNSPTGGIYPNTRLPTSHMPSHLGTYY
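His-tagged ERG Ets domain (1 uM in the protein solution; 300mM KCl, 50mM Tris-HCl, 1mM EDTA, 1mM DTT, pH 7.5) received compound, then a probe mix of 5 nM fluorescein-DNA and 100nM Texas-615-DNA. Fluorescence polarization was read for both dyes.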
12-LOX inh: ALOX12 (human) lipoxygenase inhibition. AID 1671190. purified 12hLO, xylenol orange hydroperoxide absorbance. Potency, µM (titrated, usually from 108 µM), inactives show at the highest dose activity change, negative = inhibition, hits mostly inhibitors. hit rate 1.1% among 580,000; note: potency is the fitted concentration of half-maximal effect; % is set by controls: 0 for no effect and ±100 for the full control effect
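Purified human 12hLO at 150 nM in 25 mM Hepes, 0.01% Triton X-100, pH 7.0, preincubated 15 min at room temperature with compound. Reaction started with 40 uM arachidonic acid, 30 min at room temperature. Hydroperoxide measured by Fe-xylenol orange, 573/405 nm absorbance ratio.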
G9a block: G9a (human) methyltransferase inhibition | hit rate 8.8% among 350,000 | Q96KQ7 | Potency, µM (highest dose often 102 µM), inactives show top-dose activity, negative = inhibition, hits mostly inhibitors | G9a H3K9 monomethylation, AlphaScreen, 2 h; note: potency is the fitted concentration of half-maximal effect; % is set by controls: 0 for no effect and ±100 for the full control effect; nearly all actives have a fitted effect of over 75% in size
Target sequence (Q96KQ7 913-1193 limits assumed): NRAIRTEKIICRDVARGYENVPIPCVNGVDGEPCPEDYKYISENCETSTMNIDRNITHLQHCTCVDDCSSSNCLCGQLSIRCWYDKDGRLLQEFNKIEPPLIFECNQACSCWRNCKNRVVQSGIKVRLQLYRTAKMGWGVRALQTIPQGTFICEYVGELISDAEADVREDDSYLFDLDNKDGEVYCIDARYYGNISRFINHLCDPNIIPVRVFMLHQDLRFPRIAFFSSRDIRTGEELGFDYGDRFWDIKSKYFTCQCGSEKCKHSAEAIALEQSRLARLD
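G9a (20 nM) was preincubated 15 min with compound, then reacted 2 h at room temperature with 500 nM biotin-H3K9 peptide and 20 µM SAM. Monomethyl-H3K9 detected by AlphaScreen using anti-H3K9me1 antibody.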
PI4K2A block: inhibitors of human PI4K2A | AID 1346378 | hit rate 0.13% among 420,000 | activity change, negative = inhibition, % at 76.9 µM | purified PI4K2A, ADP-Glo luminescence, 1 h; stronger effect = lower value | Q9BTU6; in the data active = activity change below about -50%; inconclusive = mostly about -30% to -49%;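 note: -100% = wells without enzyme as full effect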
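In this quantitative HTS, ADP production by PI4K2A was quantified luminescently after 1 h at ambient temperature; 100 microM adenosine served as plate-quality control.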
JMJD2A Tudor inh: JMJD2A Tudor domain (human) inhibition; AlphaScreen JMJD2A-Tudor / H3K4me3 peptide binding; O75164; hit rate 4.4% among 390,000; Potency, µM (highest dose often 114 µM), for inactives: at the highest dose activity change, negative = inhibition, actives largely listed as inhibitors; note: potency is the fitted concentration of half-maximal effect; % is set by controls: 0 for no effect and ±100 for the full control effect; nearly all actives have a fitted effect of over 50% in size
BAZ2B block: blocks human BAZ2B; AID 504333; hit rate 4.4% among 360,000; Potency, µM (top dose mostly 114 µM), for inactives: at the highest dose activity change, negative = inhibition, actives largely listed as inhibitors; AlphaScreen BAZ2B-H3K14Ac peptide displacement; note: potency is the fitted concentration of half-maximal effect; % is set by controls: 0 for no effect and ±100 for the full control effect; nearly all actives have a fitted effect of over 60% in size
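BAZ2B (50 nM) with biotin-H3(5-23)K14Ac peptide (50 nM) in PBS pH 7.4, 0.01% Tween-20, preformed 30 min, then compound 30 min at room temperature; top concentration 110uM. AlphaScreen streptavidin donor/nickel chelate acceptor beads (10 ug/mL final), 20 min dark, signal read.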
* = called active by the depositor; ? = inconclusive; · = no result given; & = joins results of further samples; [ ] = another dose, or the depositor's remark. Unless noted, calls come from the whole dose curve; as a rule, active = well fitted curve in the direction sought with a large enough effect; inconclusive = small, poorly fitted or top-dose-only effect, or another doubt; inactive = no such curve, though single readings can be large; an effect the other way counts as inactive or inconclusive. Not all compounds are listed; the hit share may differ from the screen's.

SMILES	GLS inh	RGS4 inhibitor	HP1b binding inh	ERG-DNA inh	12-LOX inh	G9a block	PI4K2A block	JMJD2A Tudor inh	BAZ2B block
CN1CCN(c2nccc3c2ncn3C)CC1	17%	9%	46%[activator]	6%	43%[activator]	-16%[59 µM]	5	-15%	-2%
CN1CCN(c2ccc(C=O)cc2)CC1	14%	-14%	17%	0%	-13%	-28%[59 µM]	0	-18%	-3%
CCOc1ccc(CN(CCc2ccc3c(c2)OCO3)Cc2cccc(Br)c2)cc1	-7%	-25%	?	-10%	?	?	-12	5µM*	?
COc1ccc(NC(=O)CSc2nc(-c3cccs3)cc(C(F)(F)F)n2)cc1Cl	8%	?	25%	2%	0%	0%[59 µM]	2	-11%	-3%
CCCNC(=O)N1[C@H]2CC[C@@H]1C(C(=O)OC)=C(c1ccc(F)cc1F)C2	0%	-4%	41%[activator]	5%	-1%	0%[0.501 µM]	0	-17%	8%
CN(C)c1ccc(NC(=O)Oc2ccccc2)cc1	64%[activator]	?	-40%	2%	2%	1.6µM*	-29	?	45µM*
CCOP(=O)(OCC)C(CC)N1CCOCC1 (centres undefined)	-7%	-12%	27%	-10%	-10%	-13%	-6	-20%	-36%
CCOC(=O)C1(c2ccccc2)CCN(CC(O)c2ccc(NC(C)=O)cc2)CC1 (centres undefined)	-14%	-3%	-14%	0%	21%	·	-7	-19%	·
Cc1cccc(OCC(=O)N2CCN(Cc3ccncc3)CC2)c1	-1%	-27%	-40%	7%	?	2.5µM*	25	1.3µM*	18µM*
CCOP(=O)(OCC)C(Nc1cccc(C(F)(F)F)c1)c1ccc(C)cc1 (centres undefined)	-7%	-9%	32%	0%	1%	?	14	?	-3%
O=C(O)C1C2CCC(O2)C1C(=O)NC1CCCCC1 (centres undefined)	18%	-7%	1%	-5%	-19%	-9%[59 µM]	-1	?	-5%
COc1ccc(-n2cnc3cc(C(=O)N4CCC5(CC4)OCCO5)ccc32)cc1	-5%	-13%	33%	-13%	-6%	-37%	2	-6%	-1%
Cc1cccn2c(=O)c(C=Nc3ccccc3)c(NCc3ccco3)nc12	20%	-12%	35%[activator]	·	·	50µM*	-27	-24%	?
CC(=O)OC1CC[C@]2(C#N)[C@H]3CC[C@]4(C)[C@H](C5C=CC(=O)O5)CCC4(O)C3CCC2(O)C1 (some centres undefined)	-1%	-1%	62%[activator]	7%	-4%	8%	1	4%	-4%
Cn1ccnc1P(=S)(c1nccn1C)N1CCOCC1	-13%	?	?	-6%	?	?	7	35µM*	?
CCOC(=O)C(NC(C)=O)C(OC(C)=O)c1cccc(N(CCCl)CCCl)c1 (centres undefined)	5%	-19%	18%	0%	47%	14µM*	-3	-15%	-18%
CC1CN=C(Nc2ccc(N(C)C)cc2)S1 (centres undefined)	74%[activator]	-7%	-34%	·	12%	35µM*	0	40µM*	?
O=C(c1cccn2c(=O)c3cc(Cl)ccc3nc12)N1CCC2(CC1)OCCO2	-1%	19%	19%	0%	-16%	-2%	2	4%	41%[activator]
Cc1cc(-n2c(/C=C/c3cccs3)nc3ccccc3c2=O)ccc1Br	2%	30%	8%	-4%	-1%	-31%[59 µM]	-4	?	?
CC(Cc1ccccc1)NC(=O)Cc1ccc([N+](=O)[O-])cc1 (centres undefined)	2%	-16%	24%	-10%	?	36%[activator]	-3	5%	?
Nc1ccccc1C(=O)OCCc1ccccc1	-1%	1%	129%[activator]	-6%	-2%	2%[0.501 µM]	2	62%[activator]	199%[activator]
Clc1ccc(C(Cn2ccnc2)OCc2csc3c(Cl)cccc23)c(Cl)c1 (centres undefined)	-14%	-13%	7%	-6%	-24%	13µM*	3	28µM*	10µM*
CN1C(=O)C(c2ccccc2)C(=O)N(C)C1=O	22%	11%	3%	4%	157%[activator]	·	-4	-12%	·
CC(=O)c1ccc(OC(NC(=O)Cc2ccccc2)C(Cl)(Cl)Cl)cc1 (centres undefined)	5%	0%	37%	·	?	-10%	2	1%	-4%
CCOc1cc(-c2nc3c(C)cccn3c2NCC2CCCO2)ccc1O (centres undefined)	27%	31%	0%	-13%	?	?	-2	?	?

Gathered by group: the entries above with an aryl methoxy group
SMILES	GLS inh	RGS4 inhibitor	HP1b binding inh	ERG-DNA inh	12-LOX inh	G9a block	PI4K2A block	JMJD2A Tudor inh	BAZ2B block
COc1ccc(NC(=O)CSc2nc(-c3cccs3)cc(C(F)(F)F)n2)cc1Cl	8%	?	25%	2%	0%	0%[59 µM]	2	-11%	-3%
COc1ccc(-n2cnc3cc(C(=O)N4CCC5(CC4)OCCO5)ccc32)cc1	-5%	-13%	33%	-13%	-6%	-37%	2	-6%	-1%

Some entries already given, reduced to G9a block and PI4K2A block.
canonical_smiles,G9a block,PI4K2A block
CN1CCN(c2ccc(C=O)cc2)CC1,-28%[59 µM],0
Cc1cc(-n2c(/C=C/c3cccs3)nc3ccccc3c2=O)ccc1Br,-31%[59 µM],-4
CC(Cc1ccccc1)NC(=O)Cc1ccc([N+](=O)[O-])cc1 (centres undefined),36%[activator],-3

Next records follow:
SMILES	GLS inh	RGS4 inhibitor	HP1b binding inh	ERG-DNA inh	12-LOX inh	G9a block	PI4K2A block	JMJD2A Tudor inh	BAZ2B block
COc1ccc(NC(=O)CN(C)C(=O)CSC(c2ccccc2)c2ccccc2)cc1	2%	21%	15%	16%	?	?	-6	-19%	-4%
CCN(CC)C(=O)Cn1cc(S(=O)(=O)CC(=O)NCc2ccc(C)cc2)c2ccccc21	1%	6%	46%[activator]	-6%	462%[activator]	·	-1	-3%	·
CC(=NCc1ccc2c(c1)OCO2)c1c(O)n(C)c(=O)n(C)c1=O	9%	4%	30%	4%	-1%	30%[12.7 µM]	0	-8%	8%
CC(CO)(CO)N=Cc1c(O)n(-c2cccc3ccccc23)c(=O)[nH]c1=O	-2%	0%	25%	5%	37%[activator]	-30%[59 µM]	-6	6%	-1%
CCn1c(O)c(N=Nc2ccc(S(=O)(=O)N3CCOCC3)cc2)c(=O)n(CC)c1=S	12%	22%[11.4 µM]	-19%	4%	-15%	8%[12.7 µM]	-8	-27%[11.4 µM]	?
Cc1ccc(Cn2cccc(C(=O)Nc3ccc4c(c3)OCO4)c2=O)cc1	-12%	11%	35%	1%	-14%	-2%[59 µM]	0	-9%	1%
Cn1c(O)c(C=NCCCNC2CCCCC2)c(=O)n(C)c1=O	8%	-24%	22%	-4%	7%	30%[59 µM]	-8	-7%	-1%
CN(C)c1ccc(/C=C2\CC3C4CC=C5CC(O)CCC5(C)C4CCC3(C)C2=O)cc1 (centres undefined)	14%	1%	2%	-8%	-13%	18%[59 µM]	7	-26%	-30%
CC(C)CCn1c(N)c(C(=O)OCC2CCCO2)c2nc3ccccc3nc21 (centres undefined)	5%	-2%	73%[activator]	-11%	2%	13%	-8	5%	2%
CN(CC(=O)Nc1ccc(N2CCOCC2)cc1)CC(=O)Nc1cccc(C#N)c1	21%	16%	-4%	-8%	-21%	?	-3	-29%	?
CCC1(C(=O)c2ccc(C)cc2)C2c3ccccc3OC(=O)C21C(=O)O (centres undefined)	1%	-6%	14%	-2%	6%	?	-1	-15%	-13%
O=C(CCN1CC2CCC(CC2)C1)c1cccs1	-6%	-49%	-29%	12%	-11%	·	2	-34%	·
COc1cccc(C(=O)N2CCC3(CC2)OCCO3)c1	2%	2%	46%[activator]	-9%	0%	9%	5	7%	-2%
Cc1ccc2c(CN3CC=C(c4ccccc4)CC3)cc(=O)oc2c1C	?	-21%	13%	6%	-19%	50µM*	5	-24%	-1%
CCOP(=O)(OCC)C(O)c1ccc(OC)cc1 (centres undefined)	0%	-10%	44%[activator]	-1%	24%	12%[12.7 µM]	4	-8%	-3%
CC(=O)CC(=O)C1C(=O)N(C)C(=O)N(C)C1=O	2%	-4%	28%	2%	-13%	-28%	-3	-10%	-10%
CCC(CO)(C(=O)OC1C[N+]2(C)CCC1CC2)c1ccccc1 (centres undefined)	6%	-49%	?	3%	45µM*	?	-2	?	-16%
CC/C(=N\N1CCCCCC1)c1c(O)n(-c2ccccc2C)c(=O)[nH]c1=O	15%	-29%	21%	-8%	11%	?	2	-3%	-4%
CCc1ccc(NC2=NCCCS2)cc1	-12%	-14%	15%	8%	-6%	-11%	2	-16%	2%
C[N+](C)(C)CC1CCCC(C[N+](C)(C)C)C1=O (centres undefined)	-3%	-38%	?	·	?	·	4	?	·
CCC(CO)Nc1ccc([N+](=O)[O-])c2cccnc12 (centres undefined)	4%	5%	8%	1%	-14%	0%[59 µM]	3	-28%	0%
CCCn1c(C(=O)c2ccccc2OC)nc2ccccc21	-12%	2%	28%	5%	-3%	2%	0	9%	-10%
C1=C(c2c[nH]c3ccccc23)CCN(Cc2ccccc2)C1	1%	-15%	-1%	4%	?	-47%	6	-22%	-20%
COc1ccc(-c2cc(=NCCCCCC(=O)O)c3cc(C)ccc3o2)cc1	-2%&0%	-17%&8%	-21%&3%	14%&0%	-13%&-6%	?	-9&-4	-23%&-25%	·
C=CCNC(=O)c1c(N)n(CCN2CCOCC2)c2nc3ccccc3nc12	4%	-6%	72%[activator]	·	-5%	-6%[59 µM]	-2	16%	5%
C#C[C@]1(O)CCC2C3C(CC[C@@]21C)[C@@]1(C)CC[C@@H](O)CC1=C[C@H]3O (some centres undefined)	-4%	7%	24%	7%	-17%	·	-4	2%	·
